NPYLR7 ag: agonists of mosquito NPYLR7 receptor, primary screen, cell-based, Aedes aegypti, calcium fluorescence, mosquito biting behavior | activation, % at 10 µM | actives 0.15% (n = 270,000) | HEK293T NPYLR7/Galpha15, GCaMP6s calcium fluorescence; in the data active means activation above about 40%;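 further: 0% = vehicle and 100% = reference agonist at the receptor; some compounds past the cut are filed as inactive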
mcGAS inh: cyclic GMP-AMP synthase inhibitors, mouse, primary biochemical chemiluminescence; actives 0.15% (n = 160,000); recombinant cGAS, Kinase-Glo ATP depletion luminescence; Q8C6L5; inhibition, % at 12.5 µM; AID 1259399, 2018;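 further: 0% = negative control wells and 100% = reference inhibitor with no enzyme activity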
hcGAS lum: Primary biochemical luminescence assay for human cyclic GMP-AMP synthase inhibitors; Q8N884; recombinant h-cGAS, ATP depletion, Kinase-Glo luminescence; inhibition, % at 12.5 µM; actives 0.081% (n = 290,000);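 further: 0% = vehicle reaction and 100% = reaction without DNA for no activity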
Target sequence (Q8N884 whole entry, looked up): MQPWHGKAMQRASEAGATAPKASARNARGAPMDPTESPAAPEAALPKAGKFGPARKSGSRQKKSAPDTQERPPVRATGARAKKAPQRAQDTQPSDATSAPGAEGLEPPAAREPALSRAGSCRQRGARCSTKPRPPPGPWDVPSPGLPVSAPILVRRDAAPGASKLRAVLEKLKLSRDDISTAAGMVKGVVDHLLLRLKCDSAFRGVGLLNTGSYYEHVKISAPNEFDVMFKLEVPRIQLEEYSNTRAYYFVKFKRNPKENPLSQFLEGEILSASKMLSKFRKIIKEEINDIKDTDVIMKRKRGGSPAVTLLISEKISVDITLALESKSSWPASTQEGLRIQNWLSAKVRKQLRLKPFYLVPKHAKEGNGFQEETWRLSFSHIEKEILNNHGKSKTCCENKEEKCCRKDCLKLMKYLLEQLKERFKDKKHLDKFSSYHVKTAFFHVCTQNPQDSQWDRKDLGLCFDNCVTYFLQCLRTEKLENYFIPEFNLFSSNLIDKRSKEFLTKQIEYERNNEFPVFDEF
An asterisk follows results filed as active; . = not tested or not shown; & = joins results of further samples. Unless noted, no stated cut-off is given here; in the data, active means inhibition above about 40%; inactive means the rest.

compound	NPYLR7 ag	mcGAS inh	hcGAS lum
COc1ccc(C2=NN(C(=O)C34CC5CC(CC(C5)C3)C4)C(c3ccccc3)C2)cc1 (stereo not given)	-4	-10	0
Cc1cc(C)c2c(CC(=O)NCc3cccnc3-n3ccnc3)coc2c1C	2	.	-2
O=S1(=O)NC(=NC(CO)Cc2ccccc2)c2ccccc21 (stereo not given)	-1	-15	-10
COC(=O)C1=C(C)NC2=C(C(=O)CCC2)C1c1cc2c(cc1Br)OCO2 (stereo not given)	-5	-3	-3
CC(C)CCn1c(N/N=C\c2ccc(Cl)cc2)nc2c1c(=O)[nH]c(=O)n2C	-7	-8	-3
Cc1cc(C=Cc2ccc3cc(N(C)C)ccc3[n+]2C)c(C)n1-c1ccccc1	25	.	-25
COc1cc(OC)c(Br)c(-n2c(C(C)N(CCC(C)C)C(=O)c3cccc(Br)c3)nc3ccccc3c2=O)c1 (stereo not given)	29	-5	-3
CCOC(=O)Cc1cc(=O)n2[nH]c(C(F)(F)F)c(-c3ccccc3)c2n1	-3	.	19
Cc1sc2ncnc(N/N=C\c3ccccc3O)c2c1C	6	.	-8
CC(C)N1CN=C(Nc2nc3ccccc3o2)NC1	10	.	-7
C=CCN(CC#Cc1ccccc1)C(=O)c1c(C)noc1C	7	-14	-5
Cn1ncc(Oc2ccc3c(c2)OCO3)c(Nc2ccc(C(=O)O)cc2)c1=O	14	-4	0
CCN(CC)S(=O)(=O)c1ccc(OC)c(N2CCN(S(=O)(=O)c3cccc(F)c3)CC2)c1	28	-6	-2
Fc1ccc(-c2cc(C(F)(F)F)nc(N3CCOCC3)n2)cc1	3	.	0
CC(C)P(=O)(Cc1cccc(C#N)c1)C(C)C	1	.	-6
Cc1ccc(NC(=O)c2ccc(Br)o2)c(Br)c1	5	.	-13
CCOC(=O)C1(Cc2ccccc2)CCCN(Cc2c(C)nc3sccn23)C1 (stereo not given)	-7	-2	-1
CCc1nc2n(n1)C(=O)C(C(c1ccc(Cl)cc1Cl)N1CCC3(CC1)OCCO3)S2 (stereo not given)	-2	-8	-10
Cc1nn(C)c(Cl)c1S(=O)(=O)NC(=O)C1(C)CCN1C(=O)CCc1ccccc1 (stereo not given)	0	.	-9
Clc1ccc2c(N3CCOC4CCCCC43)ncnc2c1 (stereo not given)	1	.	-6
CC1=C(C(=O)N2CCCC2C(=O)Nc2cccc(-n3cccn3)c2)OCCO1 (stereo not given)	1	.	-11
CCCN(CC(=O)N1CCc2sccc2C1COc1ccccc1)C(=O)c1cccc(C)c1 (stereo not given)	-3	-5	-2
CN(Cc1cc2n(n1)CCCNC2)Cc1ncc[nH]1	2	-17	0
CCc1noc(C)c1C(=O)Nc1ccccc1C(=O)Nc1cccc(C)c1	-4	.	-4
O=C(NC1CCN(c2ccccc2C(=O)N2CCN(c3ccccn3)CC2)CC1)c1ccc(C(F)(F)F)cc1	1	-3	-6
O=S(=O)(c1ccc(F)cc1)N1CCC(c2nc(-c3ccc(C(F)(F)F)cc3)no2)CC1	28	-7	-5
Cc1ccnc(NC(=O)CCNS(=O)(=O)c2cc(C)ccc2C)c1	7	.	-4
CCc1nc2c(OCC3CCCCC3)cccn2c1N(C)C(=O)C(C)C	7	-2	-5
CC(C)(CNC(=O)c1ccc(-c2ccc(F)cc2)o1)N1CCOCC1	2	.	-2
CCn1cc(C(CC(=O)N2CCN(Cc3ccc4c(c3)OCO4)CC2)c2cc(OC)cc(OC)c2)c2ccccc21 (stereo not given)	.	74*	-13
CCS(=O)(=O)c1ccc2oc(-c3ccc(NC(=O)c4ccco4)c(C)c3)nc2c1	28	-6	-7
O=S(=O)(c1ccc(Cl)cc1F)N1CCCC1c1nnc2ccccn12 (stereo not given)	4	.	-6
CSc1ccc(-c2csc(NC(=O)Cn3c(C)csc3=O)n2)cc1	4	.	-12
CCN(CC)C(=O)CN(C)S(=O)(=O)c1nc(C)c(C)s1	0	.	-11
COc1cc(C(=O)N2CC3CC4CC(C3)CC2C4)cc(Cl)c1OCC(N)=O	11	.	-8
CN1CCN(c2oc(-c3ccc(F)cc3)nc2C#N)CC1	-7	.	-2
Cc1ccc(Cl)cc1-n1c(SCc2ccc(F)cc2)nnc1C(N)Cc1ccccc1 (stereo not given)	-6	.	2
COc1cc(-c2nccn2CCO)c(OC)cc1SC	-7	.	-7
COc1ccc(/C=C2/SC(=S)N(CC(=O)Nc3ccccc3O)C2=O)cc1	5	-3	-2
COCc1noc(CCn2cnc3sc4c(c3c2=O)CCNC4)n1	3	.	-7
Cc1ccc(C(=O)NCC2CCCCC2)c(C2CCN(C(=O)c3ccccc3)CC2)n1	.	-2	-1
Cc1c(-c2ccccc2)sc2ncnc(NC3CCC(O)CC3)c12 (stereo not given)	-2	-4	1
Fc1cc(F)c(C2c3cccn3CCCN2Cc2ccc(Cl)cc2)cc1F (stereo not given)	11	-3	-1
CC(C)COC(=O)N1CCn2nc(C(=O)Nc3ccccc3)cc2C1	0	-13	-6
CC(C)CCc1nc(N2CCN(C(=O)c3ccccc3Br)CC2)c2cnn(-c3cccc(Cl)c3)c2n1	30	-2	-3
CS(=O)(=O)NC1CCCN(CN2C(=O)C3C4CCC(C4)C32)C1 (stereo not given)	6	.	-7
CN(CCOc1cccc(F)c1)S(=O)(=O)c1c[nH]c2ncccc12	20	-17	-8
CCN1CCN(c2c(CN(CCOC)C(=O)c3ccccc3Br)c(C)nn2-c2ccccc2)CC1	1	-1	2

A different layout for 2 compounds above.
Order of values – NPYLR7 ag | mcGAS inh | hcGAS lum
CSc1ccc(-c2csc(NC(=O)Cn3c(C)csc3=O)n2)cc1
  4 | . | -12
COc1cc(OC)c(Br)c(-n2c(C(C)N(CCC(C)C)C(=O)c3cccc(Br)c3)nc3ccccc3c2=O)c1 (stereo not given)
  29 | -5 | -3

Next structures follow:
compound	NPYLR7 ag	mcGAS inh	hcGAS lum
Cc1nn(CC(=O)NCc2cccs2)c(=O)c2cc3sccc3n12	11	-5	-6
Cc1ccc(CN2CCCN(C)C3(CCN(C)CC3)C2)c(Cl)c1Cl	-5	-10	-6
CC(=O)Nc1cccc(-c2ccccc2OCCn2ccnc2)c1	-5	.	-2
CCOC(=O)CC(=O)CSc1nnc(Cn2c(=O)sc3ccccc32)n1C	7	.	-4
COc1ccc(OC)c(C2SCC(=O)N2C(CC(C)C)C(=O)NCc2ccco2)c1 (stereo not given)	20	-5	-9
O=C(c1ccc2c(c1)OCCCO2)N1CCN(S(=O)(=O)c2ccc(F)c(Cl)c2)CC1	-2	-10	-6
O=C(C(=Cc1ccncc1)c1nc2ccccc2o1)c1ccccc1	3	-8	-5
CCOC(=O)C1CCCN(c2ncnc3c2nnn3C)C1 (stereo not given)	11	.	-12
C#CCn1cnc2c(nnn2-c2cccc(C)c2)c1=O	-3	-9	-10
CCOc1ccc(NC(=O)NCCn2nc(-c3ccncc3)ccc2=O)cc1	12	.	-7
COc1cccc(C(=O)N2CCN(C(=O)c3cc4ccsc4n3Cc3cccc(F)c3)CC2C)c1 (stereo not given)	-10	2	4
COc1ccccc1NS(=O)(=O)c1cc(C(=O)Nc2ccccc2C)ccc1C	7	-8	2
O=C(Nc1ccc(F)c(Cl)c1)C1=NN(c2ccccc2)C(=O)CC1	-18	.	-10
NC(=S)c1cccc(F)c1	0	.	-7
CCC(C)(C)NCC(=O)N1CCN(c2ccccc2)CC1	2	.	-14
CC(C)(C)c1cc(N2CCN(Cc3ccccc3)CC2)nc(SCc2ccc(C(=O)O)cc2)n1	14	-6	-4
Cc1ccccc1OCCCCn1c(CCCO)nc2ccccc21	1	-3	-7
COc1cccc(CN2CCNC(=O)C2CC(=O)NCC2(N3CCOCC3)CCCC2)c1 (stereo not given)	3	-4	-4
CCN(C)c1ccccc1NC(=O)N1CCN(C(=O)C2CC2C)CC1 (stereo not given)	-3	-1	1
O=C(NCc1ccccc1Cl)c1ccc2sc([C@@H]3O[C@H](CO)[C@H](O)[C@H](O)[C@H]3O)nc2c1	1	0	-1
CCCc1c(C)nn(-c2ccc(C(=O)NC3CCCCC3)cc2)c1C	-18	-4	-4
O=C(Nc1ccc(Cl)cc1)N1CCCN(C2CC2)CC1	1	.	-8
Cc1cc(C)c(C(C)NC(=O)CN2CCN(c3ccccn3)CC2)cc1C (stereo not given)	7	.	-6
CCOC(=O)C1CCN(C(=O)c2cc3n(n2)CCN(Cc2cccc(Cl)c2)C3=O)CC1	9	-4	-1
O=C(CN1C(=O)COCC1=O)NCC1CCN(C2CCCC2)C1 (stereo not given)	28	.	-3
CCc1cccc(C(=O)OC)c1NC(=O)c1cc(C)no1	1	4	2
O=C(c1cnn2c(-c3ccccc3)cc(-c3ccccc3)nc12)N1CCCc2ccccc21	-6	-1	1
CCOC(=O)C1=C(C)N(C)C(=O)NC1c1ccccc1I (stereo not given)	9	.	-5
CCOc1cc2c(cc1OCC)CN(Cn1nc(C3CC3)n(C)c1=S)CC2	12	.	-9
CC1(C(=O)Nc2ccc(Cl)c(Cl)c2)CCN1C1Cc2ccccc2C1 (stereo not given)	2	.	0
COC1CN(C(=O)c2cc(C)oc2C)CCC(=O)N(C)c2ccccc21 (stereo not given)	3	-6	1
CS(=O)(=O)N1CCC(CCC(=O)NC2CCN(Cc3ccccc3)C2)CC1 (stereo not given)	4	.	-13
CC(=O)NCCN1CCc2onc(C(c3ccccc3)c3ccccc3)c2C1	-6	-12	-4
CCN(CC)CCN1C(=O)C(C(C)C)NC12CCN(C(=O)CC(C)C)CC2 (stereo not given)	.	0	-2
Cc1csc2nc(CN3CCSc4ccccc43)cc(=O)n12	6	-10	-6
Cc1cc(NC(=O)c2cnn3c(C(F)(F)F)cc(-c4ccccc4)nc23)ccc1N1C(=O)c2ccc(Cl)cc2C1=O	-9	.	-6
CC1(C)CC(=O)c2cnc(NC3CCCC3)nc2C1	-1	.	-9
O=C(COc1ccc([N+](=O)[O-])cc1)Nc1ccc(OC(F)F)cc1	-6	-4	-2
CCC(C(=O)N(CCCOC)CC(=O)N1CCc2sccc2C1c1ccc(Cl)cc1Cl)c1ccccc1 (stereo not given)	7	-3	3
CS(=O)(=O)Oc1ccccc1CN(C(=O)c1ccccc1F)C1CC1	1	1	-1

Another view of some results above.
> CCN(CC)CCN1C(=O)C(C(C)C)NC12CCN(C(=O)CC(C)C)CC2 (stereo not given)
  NPYLR7 ag: .; mcGAS inh: 0; hcGAS lum: -2

> Cc1csc2nc(CN3CCSc4ccccc43)cc(=O)n12
  NPYLR7 ag: 6; mcGAS inh: -10; hcGAS lum: -6

> Cc1cc(NC(=O)c2cnn3c(C(F)(F)F)cc(-c4ccccc4)nc23)ccc1N1C(=O)c2ccc(Cl)cc2C1=O
  NPYLR7 ag: -9; mcGAS inh: .; hcGAS lum: -6

> CC1(C)CC(=O)c2cnc(NC3CCCC3)nc2C1
  NPYLR7 ag: -1; mcGAS inh: .; hcGAS lum: -9

The list goes on.
compound	NPYLR7 ag	mcGAS inh	hcGAS lum
CCOC(=O)c1cc(-c2cccc(NC(=O)C(OC(C)=O)c3ccccc3)c2)n(-c2ccccc2OC)n1 (stereo not given)	27	-6	-6
c1ccc2c(CSC3=NCCCN3)cccc2c1	7	-5	-2
Cc1nonc1C1CCCN1Cc1ncccc1C(=O)O (stereo not given)	5	.	0
Cc1ccc(N2C(=O)CC(NC3CCN(Cc4ccccc4)CC3)C2=O)cc1 (stereo not given)	-10	-6	-6
COc1ccc2nc(C)c(C(=O)N3CCC(C)c4ccccc43)cc2c1 (stereo not given)	0	.	-1
COc1ccc(CC(=O)N2CCc3cc(OC)c(OC)cc3C2c2ccccc2Cl)cn1 (stereo not given)	-5	-4	-2
O=C(c1cc(-c2ccccc2Cl)nc2cc(-c3ccccc3)nn12)N1CCN(c2ccccc2Cl)CC1	-8&17	-9&-6	-11&-2
O=C(CCCCCCCCCCCCC1CCCC1)Nc1ccc(S(=O)(=O)c2ccc(NC(=O)CCCCCCCCCCCCC3CCCC3)cc2)cc1	5	.	-3
CNC(=O)CN(C(=O)c1cnccn1)[C@@H]1C[C@@H]2CO[C@H](C(C)C)C[C@@H]2C1	12	0	3
CCC(=O)N1CCCC(C(=O)N2CCCN(CC3CCCCC3)CC2)C1 (stereo not given)	2	.	-6
Cc1cc(C(=O)N(C)C/C=C/c2ccccc2)cc(S(N)(=O)=O)c1C	9	-12	-8
Cc1ccc(-c2cc(Cn3nc(C(N)=O)ccc3=O)on2)cc1	7&7	-16	-4&-7
CC(C(=O)NCc1ccc(NC(=O)C(F)(F)F)cc1)n1cccn1 (stereo not given)	15	-16	-10
Cc1onc(-c2c(Cl)cccc2Cl)c1C(=O)N1CCN(Cc2ccccc2)CC1	3	.	-1
Cc1ccc(C)c(-c2[nH]ncc2CN2CCCC(CNC(=O)c3cccs3)C2)c1 (stereo not given)	-5	.	1
CC1CCCCN1CCCNC(=O)c1cc(-c2ccccc2Cl)nc2cc(C(C)(C)C)nn12 (stereo not given)	.	1	3
Cc1c(F)cccc1N1C(=O)CSC1c1ccc(NC(=O)c2ccc(F)cc2)cc1 (stereo not given)	-8	-2	-5
CCOC(=O)NCCC(=O)NC(C)c1ccccn1 (stereo not given)	-2	.	9
NC(=O)c1c(NC(=O)c2nc3ccccc3s2)sc2c1CCCCC2	1	.	-11

Screening results (PubChem BioAssay)
